a7 integrin act: integrin-mediated muscular dystrophy alleviation activation; alpha7betagal myoblasts, beta-gal FDG fluorescence, 48 h; actives 0.064% (n = 350,000); Potency, µM (top dose mostly 38.3 µM), for inactives: at the highest dose activation, hits mostly activators;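 further: potency means the concentration at half of the fitted maximal effect; 100% = response of the positive control SU9516; nearly all actives have a fitted effect of over 60% in size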
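Alpha7betagal+/- myoblasts (passage 13) were plated 16-24 hr, then exposed to compounds (1:260 dilution of DMSO stock) for 48 hours at 37C. After MPER lysis, β-galactosidase reporter activity was read as FDG fluorescence (ex 480/em 540) after 30 minutes.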
GALK inh: inhibitors of human galactokinase | Purified GALK, Kinase-Glo residual ATP luminescence | Potency, µM (doses to about 57.5 µM), for inactives: top-dose activity change, negative = inhibition, usual class: inhibitors | actives 0.007% (n = 270,000); further: potency means the concentration at half of the fitted maximal effect; on the % scale 0 is the no-effect control and ±100 the full control effect
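GALK at 5 nM final was combined with compound, 35 uM ATP and 100 uM galactose in HEPES pH8.0 with MgCl2 and DTT. The reaction ran one hour at room temperature before luminescent ATP detection.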
Giardia killer: Giardia lamblia killing; Giardia lamblia trophozoite viability; activity change, % at 7.66 µM, hits read low; actives 0.15% (n = 340,000); AID 540267; in the data active means activity change below about -80%; inconclusive means between about -30% and that limit;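 further: parasites exposed to compound for two days anaerobically before the ATP read; on the % scale 0 is the no-effect control and ±100 the full control effect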
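Luminescence from cellular ATP indicates surviving trophozoites (100 cells/well) following 48 hrs anaerobic compound treatment at 37 deg C; signal develops 15-30 min at room temperature.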
Tb PFK block: blocks T. brucei phosphofructokinase. Potency, µM (titrated, usually from 57.5 µM), inactives show at the top dose activity, negative = inhibition, most hits filed as inhibitors. T. brucei PFK, ADP-Glo luminescence. actives 0.17% (n = 330,000);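 further: potency means the concentration at half of the fitted maximal effect; 0% = uninhibited 1x PFK enzyme wells and -100% = no-enzyme wells; nearly all actives have a fitted effect of over 60% in size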
Target sequence (O15648 whole entry, looked up): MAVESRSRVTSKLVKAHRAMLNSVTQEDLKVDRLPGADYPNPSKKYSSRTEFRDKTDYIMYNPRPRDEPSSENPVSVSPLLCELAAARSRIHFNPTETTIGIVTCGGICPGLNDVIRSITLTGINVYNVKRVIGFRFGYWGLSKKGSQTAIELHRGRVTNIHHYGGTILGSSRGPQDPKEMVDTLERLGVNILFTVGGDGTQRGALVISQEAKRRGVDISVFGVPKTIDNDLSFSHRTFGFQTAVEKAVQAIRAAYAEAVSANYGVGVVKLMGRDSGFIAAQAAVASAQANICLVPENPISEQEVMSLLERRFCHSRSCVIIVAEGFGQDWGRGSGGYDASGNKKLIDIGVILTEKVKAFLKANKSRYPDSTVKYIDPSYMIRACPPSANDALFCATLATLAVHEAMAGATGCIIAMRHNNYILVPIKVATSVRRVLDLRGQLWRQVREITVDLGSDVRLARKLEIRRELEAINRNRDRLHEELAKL
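In TEA buffer at pH 8.0 with 5 mM MgCl2, enzyme (1.25 nM) converted F6P (0.5 mM) and ATP (0.1 mM) for 45 min at room temperature. ADP product was read by luciferase luminescence.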
TSG101-PTAP inh: blocks PTAP/TSG101 interaction to inhibit HIV-1 budding | Q99816 | Fluorescence polarization, FITC-PTAP peptide / Tsg101 binding | Potency, µM (series often up to 115 µM), inactives show at the top dose activity change, negative = inhibition, usual class: inhibitors | 340,000 tested, under 10 active | AID 493005; active means well fitted inhibition curve with a large enough effect in the main read-out, with a control signal flat, not every such curve was filed as active; inconclusive means small, poorly fitted or top-dose-only effect, or effect the other way, or a change in a side signal; inactive means no such curve, though single readings can be large or run the other way; further: potency means the concentration at half of the fitted maximal effect; % of control where 0% means no effect
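Fluorescence polarization binding of Tsg101 binding domain (10 uM final) to FITC-labeled PTAP peptide (50 nM final) in HEPES pH 7.5 buffer with NaCl, Tween 20, EDTA, TCEP. Compounds added before peptide; binding 20 min at RT.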
Menin MLL FP TR: inhibitors of human menin-MLL interaction, mutant MLL peptide. O00255. Menin + Texas Red MLL mutant peptide, fluorescence polarization. Potency, µM (highest dose often 61.6 µM), for the others: at the top dose FP activity change, negative = inhibition, actives largely listed as inhibitors. actives 0.23% (n = 270,000); active means well fitted inhibition curve with a large enough effect in the polarisation, with a control signal flat, not every such curve was filed as active; inconclusive means small, poorly fitted or top-dose-only effect, or effect the other way, or a change in a side signal; inactive means no such curve, though single readings can be large or run the other way; the % refers to the polarisation; further: potency means the concentration at half of the fitted maximal effect; % of control where 0% means no effect; many of its hits are not listed in these tables
B2AR arrestin: recruits beta-arrestin to the human beta2-adrenergic receptor; beta-arrestin recruitment to beta2AR, cell-based reporter; Potency, µM (top dose mostly 46.1 µM), inactives show at the top dose activation, actives largely listed as activators; actives 0.02% (n = 330,000); AID 492947;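 further: potency means the concentration at half of the fitted maximal effect; 0% = DMSO controls and full agonism = EC100 isoproterenol or metaproterenol; nearly all actives have a fitted effect of over 65% in size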
Coupling enz: coupling enzyme interference in Giardia aldolase counter-screen. actives 0.67% (n = 290,000). activity change, negative = inhibition, % at 58.2 µM, hits read low. coupling enzyme system counterscreen, AmpLite Red fluorescence; in the data active means activity change below about -30%; further: on the % scale 0 is the no-effect control and ±100 the full control effect
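First, compound is pin-transferred into glyceraldehyde-3-phosphate coupling-enzyme reagent at 57.5 uM final and held 10 min at RT. Next, substrate, coupling system and AmpLite Red are added. After 20 min RT, fluorescence (525/598 nm) is read.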
ASM inhibitor: blocks human secretory acid sphingomyelinase. P17405. placental ASM, HMU-PC fluorogenic substrate, 60 min. Potency, µM (doses to about 57.5 µM), for inactives: at the top dose activity change, negative = inhibition, most hits filed as inhibitors. actives 0.006% (n = 340,000). AID 504937; further: potency means the concentration at half of the fitted maximal effect
Target sequence (P17405 47-631 limits assumed): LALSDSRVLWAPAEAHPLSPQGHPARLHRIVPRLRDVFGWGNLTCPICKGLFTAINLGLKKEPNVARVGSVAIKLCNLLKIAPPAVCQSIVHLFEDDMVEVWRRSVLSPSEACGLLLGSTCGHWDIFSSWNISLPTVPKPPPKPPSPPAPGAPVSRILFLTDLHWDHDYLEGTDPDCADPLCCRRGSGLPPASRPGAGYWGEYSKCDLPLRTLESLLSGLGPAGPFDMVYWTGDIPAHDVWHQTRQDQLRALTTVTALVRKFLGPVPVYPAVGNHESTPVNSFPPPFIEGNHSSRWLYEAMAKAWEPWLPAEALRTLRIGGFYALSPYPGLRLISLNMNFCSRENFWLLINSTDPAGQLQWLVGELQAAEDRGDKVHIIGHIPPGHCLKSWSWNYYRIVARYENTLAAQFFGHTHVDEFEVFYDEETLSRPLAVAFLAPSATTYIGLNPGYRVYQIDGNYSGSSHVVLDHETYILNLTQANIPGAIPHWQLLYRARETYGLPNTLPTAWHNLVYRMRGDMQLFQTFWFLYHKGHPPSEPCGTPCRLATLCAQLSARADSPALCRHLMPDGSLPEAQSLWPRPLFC
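qHTS format. ASM enzyme prepared from human placenta hydrolyses the fluorogenic substrate HMU-PC0 (9 uM final) over 60 min at 37 °C after a 10 min compound preincubation.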
PKM2 act: PKM2 (human) enzyme activation; actives 0.34% (n = 260,000); AID 1631; purified PKM2, Kinase-Glo ATP luminescence, activation; response scale: 0% is enzyme alone, no compound; P14618; Potency, µM (top dose mostly 57.5 µM), without a hit: at the highest dose activation, actives largely listed as activators; further: potency means the concentration at half of the fitted maximal effect; on the % scale 0 is the no-effect control and ±100 the full control effect; nearly all actives have a fitted effect of over 55% in size
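Purified hPK-M2 (>95%) run at intermediate activity with 0.1 mM ADP and 0.5 mM PEP in 50 mM imidazole pH 7.2, KCl, MgCl2; 1 h room temperature. ATP formed read by Kinase-Glo luminescence; normalized to uninhibited and no-enzyme controls.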
Chronic BCR inh: inhibitors of chronic active B-cell receptor signaling; AID 493014; Potency, µM (series often up to 46.1 µM), for inactives: top-dose ratio change, negative = lower green/red ratio, hits mostly inhibitors; actives 0.05% (n = 340,000); ABC-DLBCL IkBa-CBG/CBR reporter, luminescence ratio, 4 h; active means well fitted inhibition curve with a large enough effect in the signal ratio, with a control signal flat, not every such curve was filed as active; inconclusive means small, poorly fitted or top-dose-only effect, or effect the other way, or a change in a side signal; the % refers to the signal ratio;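 further: potency means the concentration at half of the fitted maximal effect; plate controls were basal doxycycline-induced cells for no effect and cells given 10 µM MG132 for full effect; MG132 reads +100%, hits lower the ratio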
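Cell line TMD8 (human ABC DLBCL), stably expressing tet-inducible CBG68-IkBa fusion and CBR; IMDM/0.5% FBS; cpd up to 46 uM; dox induction, 4 h, 37C/5% CO2; dual luminescence; green/red ratio; MG132 control.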
An asterisk follows results filed as active; & = joins results of further samples; [ ] = another dose, or the depositor's remark. Unless noted, the call rests on the fitted dose curve; in most records, active means well fitted curve in the direction sought with a large enough effect; inconclusive means small, poorly fitted or top-dose-only effect, or another doubt; inactive means no such curve, though single readings can be large; an effect the other way counts as inactive or inconclusive. This is a subset. The share of hits here may be higher or lower than overall.

Results for Cc1ccc(NC(=O)Cn2nnc(C(=O)NCCc3ccccc3)c2N)c(C)c1 ?
a7 integrin act: 15%; GALK inh: 7%; Giardia killer: 12; Tb PFK block: -5%; TSG101-PTAP inh: -2%; Menin MLL FP TR: -5%; B2AR arrestin: 0.5%; Coupling enz: -4; ASM inhibitor: -1%; Chronic BCR inh: 1%

What do the screens show for `O=C(Nc1ccccc1C(=O)O)C1=NN=CC1`?
a7 integrin act: 1%; GALK inh: 2%; Giardia killer: -25; Tb PFK block: 2%; TSG101-PTAP inh: -5%; Menin MLL FP TR: 7%; B2AR arrestin: 2.8%; Coupling enz: 3; ASM inhibitor: 0%; Chronic BCR inh: -8%

How did COc1ccccc1NC1C=CS(=O)(=O)C1 (stereo not drawn) do in these assays?
a7 integrin act: -4%; GALK inh: 9%; Giardia killer: -5; Tb PFK block: 0%; TSG101-PTAP inh: -5%; Menin MLL FP TR: 5%; B2AR arrestin: -0.3%; Coupling enz: 3; ASM inhibitor: 2%; PKM2 act: 3%; Chronic BCR inh: 0%

Results for COc1cc(/C=N/NC(=S)NC2CC3CC2C2C=CCC32)ccc1O (stereo not drawn) ?
a7 integrin act: -35%; Giardia killer: 1; Tb PFK block: -1%; TSG101-PTAP inh: -2%; B2AR arrestin: 7.3%; Coupling enz: 0; ASM inhibitor: 115%[activator]; PKM2 act: -5%; Chronic BCR inh: inconclusive

What do the screens show for `COc1ccccc1Nc1ncnc2sccc12`?
a7 integrin act: -21%; GALK inh: 6%; Giardia killer: -24; Tb PFK block: 0%; TSG101-PTAP inh: -1%; Menin MLL FP TR: -2%; B2AR arrestin: 1.0%; Coupling enz: 2; ASM inhibitor: 1%; Chronic BCR inh: -5%

How did O=[N+]([O-])c1ccc(N=Nc2c(Cl)cc(O)cc2Cl)cc1 do in these assays?
a7 integrin act: -58%[inhibitor]; GALK inh: 6%; Giardia killer: 2; Tb PFK block: -9%; TSG101-PTAP inh: 0%; Menin MLL FP TR: inconclusive; B2AR arrestin: -0.6%; Coupling enz: 0; ASM inhibitor: -19%; PKM2 act: -25%; Chronic BCR inh: inconclusive

Results for CCCCN(C(=O)C1CC(=O)N(Cc2ccc(C)cc2)C1)c1c(N)n(CC(C)C)c(=O)[nH]c1=O (stereo not drawn) ?
a7 integrin act: inconclusive; GALK inh: -3%; Giardia killer: 12; Tb PFK block: -3%; TSG101-PTAP inh: 0%; B2AR arrestin: -0.8%; ASM inhibitor: 0%; PKM2 act: 0%; Chronic BCR inh: 2%

What do the screens show for `CCOC(=O)N1C2=NC(C(=O)OC)=C(C(=O)OC)[C@@H]3Nc4ccccc4[C@]23C[C@H]1C(=O)OC`?
a7 integrin act: 11%; GALK inh: 4%; Giardia killer: 0; Tb PFK block: -1%; TSG101-PTAP inh: -2%; Menin MLL FP TR: -19%[11.7 µM]; B2AR arrestin: -2.1%; Coupling enz: -1&1; ASM inhibitor: 3%; PKM2 act: 3%[11.5 µM]; Chronic BCR inh: 8%

What do the screens show for `N#CC1=CN(Cc2ccccc2)C=C(/C=N/Nc2ccccc2)C1`?
a7 integrin act: -3%; GALK inh: -1%; Giardia killer: 18; Tb PFK block: -2%; TSG101-PTAP inh: -3%; Menin MLL FP TR: 11%; B2AR arrestin: 0.2%; Coupling enz: 0; ASM inhibitor: 71%[activator]; PKM2 act: -1%; Chronic BCR inh: inconclusive

Results for Cc1cccc(NC(=O)CN2CCc3cc4c(cc3C2C)OCCCO4)c1 (stereo not drawn) ?
a7 integrin act: -60%[inhibitor]; GALK inh: 5%; Giardia killer: -12; Tb PFK block: -3%; TSG101-PTAP inh: 1%; Menin MLL FP TR: inconclusive; B2AR arrestin: 0.0%; Coupling enz: 0; ASM inhibitor: -2%; PKM2 act: 6%[0.46 µM]; Chronic BCR inh: inconclusive

How did CCC(=O)Nc1ccc(S(=O)(=O)N2CCN(c3ccc(F)cc3)CC2)cc1 do in these assays?
a7 integrin act: 10%; GALK inh: -6%; Giardia killer: 17; Tb PFK block: 1%; TSG101-PTAP inh: -2%; Menin MLL FP TR: inconclusive; B2AR arrestin: -0.2%; Coupling enz: 3; ASM inhibitor: -6%; PKM2 act: -1%; Chronic BCR inh: 3%

Results for COc1ccccc1NC(=O)Nc1ccc(-n2ccc(C(F)(F)F)n2)cc1 ?
a7 integrin act: 21%; GALK inh: 3%; Giardia killer: 25; Tb PFK block: 1%; TSG101-PTAP inh: 3%; B2AR arrestin: -0.5%; Coupling enz: -13; ASM inhibitor: -1%; PKM2 act: 1%; Chronic BCR inh: inconclusive

Results for CCCNC(=O)C(Cc1cccc(Cl)c1)NC(=O)c1ccccc1 (stereo not drawn) ?
a7 integrin act: 15%; Giardia killer: 11; Tb PFK block: 0%; TSG101-PTAP inh: -2%; B2AR arrestin: -0.1%; ASM inhibitor: 3%; Chronic BCR inh: 0%

Results for COC(=O)NNC1=CC(=O)CC(C)(C)C1 ?
a7 integrin act: -7%; GALK inh: 2%; Giardia killer: 5; Tb PFK block: 1%; TSG101-PTAP inh: 2%; Menin MLL FP TR: 8%; B2AR arrestin: -0.3%; Coupling enz: 0; ASM inhibitor: 1%; Chronic BCR inh: 3%

How did COc1ccc(-c2cc(C(=O)N(C)CC(=O)Nc3cccc(F)c3)c3ccccc3n2)cc1 do in these assays?
a7 integrin act: 5%; Giardia killer: 6; Tb PFK block: 6%; TSG101-PTAP inh: -7%; B2AR arrestin: -0.4%; ASM inhibitor: 32%; Chronic BCR inh: inconclusive

How did Cc1cccc(C)c1OCc1nnc(SCC(=O)Nc2ccc(N3CCOCC3)cc2)o1 do in these assays?
a7 integrin act: 6%; GALK inh: -5%; Giardia killer: 12; Tb PFK block: -2%; TSG101-PTAP inh: 2%; Menin MLL FP TR: 42%[activator]; B2AR arrestin: -0.4%; Coupling enz: 1; ASM inhibitor: -3%; Chronic BCR inh: -2%

What do the screens show for `Cc1cc(C)c(S(=O)(=O)N2CCCCC2)c(C)c1N(C)S(=O)(=O)c1ccc(Cl)cc1`?
a7 integrin act: -3%; GALK inh: -4%; Giardia killer: 18; Tb PFK block: inconclusive; TSG101-PTAP inh: 0%; Menin MLL FP TR: -8%; B2AR arrestin: -0.1%; Coupling enz: 2; ASM inhibitor: -2%; PKM2 act: 11%; Chronic BCR inh: -1%

What do the screens show for `Cc1cc(F)ccc1Oc1cc(NN2CCCCC2)c([N+](=O)[O-])cc1[N+](=O)[O-]`?
a7 integrin act: -2%; Giardia killer: 16; Tb PFK block: 4%; TSG101-PTAP inh: -2%; Menin MLL FP TR: -24%; B2AR arrestin: -0.8%; Coupling enz: 6; ASM inhibitor: 13%; PKM2 act: 1%; Chronic BCR inh: -1%

How did Oc1ccccc1N1CCN(Cc2ncc(-c3ccccc3)o2)CC1 do in these assays?
a7 integrin act: -20%; GALK inh: -2%; Giardia killer: 9; Tb PFK block: -4%; TSG101-PTAP inh: 0%; Menin MLL FP TR: -12%; B2AR arrestin: 0.5%; Coupling enz: 2; ASM inhibitor: -1%; PKM2 act: 1%; Chronic BCR inh: inconclusive

How did CN(C)c1cccc(C(=O)N2CCC(n3nccc3NC(=O)C3CCOC3)CC2)c1 (stereo not drawn) do in these assays?
a7 integrin act: 0%; GALK inh: -3%; Giardia killer: 2; Tb PFK block: -6%; TSG101-PTAP inh: -4%; B2AR arrestin: -0.4%; ASM inhibitor: 2%; Chronic BCR inh: 3%

What do the screens show for `CCCN(CC1CC1)C(=O)CCc1nnc(CCc2c[nH]c3ccccc23)o1`?
a7 integrin act: 7%; GALK inh: 2%; Giardia killer: 5; Tb PFK block: -6%; TSG101-PTAP inh: -5%; Menin MLL FP TR: -9%; B2AR arrestin: 0.2%; Coupling enz: 10; ASM inhibitor: -2%; PKM2 act: 5%; Chronic BCR inh: -6%

Compound activity deposited in PubChem BioAssay by National Center for Advancing Translational Sciences (NCATS).
